# Growth percent in the NCI-60 one-dose screen (48 h, 10 µM unless noted): 100 = growth as untreated, 0 = no growth, -100 = all killed.
# NCI-H460 = NCI-H460 lung cancer. 82,000 compounds, 6.8% hits
# NCI/ADR-RES = NCI/ADR-RES ovarian cells. 81,000 compounds, 4.4% hits
# NCI-H322M = NCI-H322M lung cancer; 80,000 compounds, 2.7% hits
# IGROV1 = IGROV1 ovarian cancer; 79,000 compounds, 4.7% hits; AID 1794786
# SK-OV-3 = SK-OV-3 ovarian cancer cells; 80,000 compounds, 3.2% hits; AID 1794785
# NCI-H226 = NCI-H226 lung cancer | 79,000 compounds, 3.5% hits | AID 1794732
# NCI-H23 = NCI-H23 lung cancer; 80,000 compounds, 4% hits
# NCI-H522 = NCI-H522 lung cancer | 78,000 compounds, 8% hits | AID 1794739
# COLO 205 = COLO 205 colon cancer | 79,000 compounds, 7.3% hits | AID 1794742
# Active calls of the source: *; . = not tested or not shown; & = joins results of further samples. Rule for the calls: active = growth percent below 10; inactive = the rest.
# Every second line gives: IGROV1	NCI-H522	NCI-H460	NCI-H23	NCI-H322M	SK-OV-3	COLO 205	NCI/ADR-RES	NCI-H226
> Cc1cc(C)c(CCN(C)C)c(C)c1C
    83&94	73&90	104&107	92&100	100&97	105&106	106&101	96&103	123&106
> CCc1nn[nH]n1
    115	103	100	109	106	114	112	111	95
> COc1ccc(CNC(=O)CN2CCCC2=O)cc1
    104	106	102	88	101	115	100	94	83
> N[C@H]1C[C@@H](C(=O)O)CC1=C(F)F
    100	86	111	99	100	106	122	98	100
> CCN(CC)CCOc1c(C(C)C)cccc1C(C)C
    101	93	112	104	88	112	.	101	111
> C=CCSSCC=C
    96	97	115	101	97	96	113	100	112
> Oc1c(Br)c(Br)c(Br)c(Br)c1Br
    102	.	115	96	136	103	129	108	104
> CNC(=O)Oc1cccc2ccccc12
    95	93	103	91	97	118	112	99	95
> O=c1cccc2n1C[C@H]1C[C@@H]2CN2CCCC[C@@H]12
    157	50	103	100	99	109	113	104	91
> CS(=O)(=O)C(Cl)(Cl)Cl
    116	123	99	92	100	110	97	94	92
> S=C=Nc1ccc(I)cc1
    108	95	102	113	111	103	103	113	94
> CC/C(=C\c1ccc(C(C)(C)C)cc1)[N+](=O)[O-]
    103	90	112	97	100	95	105	105	98
> [Cl][Hg][c]1cc(Br)cc(Br)c1
    16	-30*	32	62	80	86	91	81	100
> CNC(=O)OCCOC(=O)c1ccc(OC(=O)NC)cc1
    97	86	109	112	102	100	108	100	100
> Cc1cc2c(cc1O)C(C)(C)CCC2(C)C
    .	93	116	92	102	96	99	97	104
> O=C1NC(=O)C(=Cc2cccn2CCCCn2c3ccccc3c(=O)c3ccccc32)C(=O)N1
    72	70	90	82	97	100	100	88	89
> C1CN1CN1CC1
    85	96	108	102	88	109	118	111	101
> O=C(O)c1ccc(Cl)nc1
    110	97	103	105	102	120	120	106	97
> C=CC12CCN(CC1)C(C(O)c1ccnc3ccc(OC)cc13)C2 (stereo not drawn)
    81	89	89	100	93	89	-91*	92	89
> O=[N+]([O-])/C=C/c1ccccc1Cl
    97	88	111	99	97	106	110	110	102

# Shown with each value named: three of the compounds above
Cc1cc2c(cc1O)C(C)(C)CCC2(C)C
  IGROV1 = . | NCI-H522 = 93 | NCI-H460 = 116 | NCI-H23 = 92 | NCI-H322M = 102 | SK-OV-3 = 96 | COLO 205 = 99 | NCI/ADR-RES = 97 | NCI-H226 = 104
O=C1NC(=O)C(=Cc2cccn2CCCCn2c3ccccc3c(=O)c3ccccc32)C(=O)N1
  IGROV1 = 72 | NCI-H522 = 70 | NCI-H460 = 90 | NCI-H23 = 82 | NCI-H322M = 97 | SK-OV-3 = 100 | COLO 205 = 100 | NCI/ADR-RES = 88 | NCI-H226 = 89
[Cl][Hg][c]1cc(Br)cc(Br)c1
  IGROV1 = 16 | NCI-H522 = -30* | NCI-H460 = 32 | NCI-H23 = 62 | NCI-H322M = 80 | SK-OV-3 = 86 | COLO 205 = 91 | NCI/ADR-RES = 81 | NCI-H226 = 100

# Next section:
# Every second line gives: IGROV1	NCI-H522	NCI-H460	NCI-H23	NCI-H322M	SK-OV-3	COLO 205	NCI/ADR-RES	NCI-H226
> O=C1NC(=S)NC(=O)C1Cc1ccccc1O
    121	104	99	94	117	93	102	103	94
> CNC(=O)Oc1cccn(C(=O)NC)c1=O
    119	96	111	96	82	106	122	96	91
> COP(=O)(CCBr)OC
    105	102	106	108	99	107	114	113	95
> CN(C)NP(=O)(NN(C)C)NN(C)C
    109	99	109	101	138	.	.	107	103
> NCCc1ccc(N)cc1
    99	89	107	105	87	99	98	109	96
> Cc1cc(C)nc(C)c1.[Cl][Hg][Cl]
    106	3.4*	101	99	91	110	123	102	120
> O=C(CCl)c1ccc(O)cc1
    63	19	104	94	87	85	98	102	95
> CC(C)[C@@H]1CC[C@@H](C)CC12OOCN(c1cccc(Cl)c1)COO2
    95	87	107	107	99	107	123	102	106
> C[C@]12CCCC[C@@H]1CC[C@@H]1[C@@H]2CC[C@]2(C)[C@@H](O)CC[C@@H]12
    110	89	102	95	101	114	99	95	97
> C(=NC1CCCCC1)=NC1CCCCC1
    88&108	85&92	100&107	31&106	99&117	92&109	89&115	76&111	57&103
> Nc1ccccc1Cl
    104	.	112	106	103	96	103	112	102
> c1cc2c(c(NC3=NCCCS3)c1)CCCC2
    106	97	93	92	107	105	105	99	91
> CC1=C2CCC3C(CCC4(C)C(O)CCC34)C2CCC1=O (stereo not drawn)
    111	93	103	98	116	102	104	91	92
> CC(C)CCS(=O)(=O)C(c1ccccc1)c1ccccc1
    98	101	106	93	95	98	95	91	95
> CC(Br)c1ccccc1 (stereo not drawn)
    104	114	106	104	100	106	114	107	98
> NCCc1c[nH]c2ccccc12
    90	104	103	98	96	102	108	101	89
> C1CN2CCOB(O1)OCC2
    110	109	109	103	107	100	108	106	86
> CCN(CC)CC(O)c1ccc(Cl)c(Cl)c1 (stereo not drawn)
    112	94	110	109	94	117	107	109	104
> C[C@]12CC[C@H]3[C@@H](CC=C4c5nc(N)sc5CC[C@@]43C)[C@@H]1CC[C@@H]2O
    114	90	96	98	108	103	113	102	97
> NC1CCOC1=O (stereo not drawn)
    111	.	110	109	109	112	133	112	109
> COc1ccccc1NC1=N[C@]23CC(=O)CC[C@]2(C)[C@H]2CC[C@]4(C)C(=O)CC[C@H]4[C@@H]2C[C@@H]3S1
    95	100	110	99	85	83	100	99	111
> c1cc2c(c3c1CCNC3)OCO2
    100	76	114	95	102	93	112	101	103
> O=C(N1CCCCCC1)N1CC1
    99	106	111	109	92	103	109	113	107
> CCCC(C)C1(CC)C(=O)NC(=S)NC1=O (stereo not drawn)
    107	.	107	94	.	106	110	96	96
> COc1ccc(CCC(C)N)cc1 (stereo not drawn)
    91	105	101	94	92	122	111	98	103
> CNC(=O)Oc1ccc(Cl)cc1SSc1cc(Cl)ccc1OC(=O)NC
    77	51	60	65	103	104	110	81	102
> O=C1NCC(Br)C(=O)N1 (stereo not drawn)
    111	109	100	96	96	107	104	96	87
> CC1=C(CN)C2=C(C)C3(CC3)[C@@](C)(O)C(=O)C2=C1
    95	88	66	68	92	102	85	94	92
> COc1cc(C=C2C(=O)N(C)C(=O)N(C)C2=O)cc(OC)c1O
    120	114	108	100	118	101	106	106	.
> O=C(OCCCc1ccccc1)C(Cl)(Cl)Cl
    114	98	106	103	113	109	108	109	103
> CC1=C2C(=O)[C@](C)(CO)C=C2C(=O)[C@](C)(O)C12CC2
    19	-35*	5.3*	-15*	62	24	-12*	5.6*	75
> COCCNC(=O)c1c(N)n(Cc2ccco2)c2nc3ccccc3nc12
    .	93	101	100	85	82	109	82	86
> COC(=O)CN(C)P(=O)(N1CC1)N1CC1
    109	96	104	108	117	116	110	111	91
> O=NN(CC(=O)O)Cc1ccccc1
    94	91	102	101	98	121	108	100	99
> N#CC(C#N)=Cc1c[nH]c2ccccc12
    99	83	104	88	96	97	100	95	90
> CC12OOC(c3ccccc31)c1c2ccc2ccccc12 (stereo not drawn)
    .	-91*	-63*	33	77	96	-65*	50	87
> CCCN1C(=O)NC(=O)C(CC)(N2C(=O)c3c(F)c(F)c(F)c(F)c3C2=O)C1=O (stereo not drawn)
    -78*	-82*	-81*	-52*	-58*	-25*	-82*	-28*	27
> CC(Cl)(Cl)C(=O)O
    110	95	101	107	102	104	130	113	103
> COC1=CC(=O)OC(CCc2ccc3c(c2)OCO3)C1 (stereo not drawn)
    116	77	103	121	132	112	108	120	105
> Cc1cc([N+](=O)[O-])ccc1S(=O)(=O)F
    102	.	104	111	94	101	105	107	116
> Cn1c(O)c(/C=C2\C=c3ccccc3=NC2=O)c(=O)n(C)c1=O
    91	91	102	95	94	.	110	99	.
> O=C(O)C(O)(c1ccc(Cl)cc1)C1(O)CCCC1 (stereo not drawn)
    113	89	.	102	.	97	99	105	97
> CC1(C)C(C(=O)c2cn(CCO)c3ccccc23)C1(C)C
    123	73	107	95	108	109	120	99	91
> CN(C)c1n[nH]c(N)n1
    109	89	109	98	105	94	110	103	101
> Nc1ccc(CNC(=O)Nc2ccc(S(=O)(=O)F)cc2)cc1
    101	.	102	103	98	97	105	102	95
> CC[CH2][Sn]([Cl])([Cl])[CH2]CC
    85	-87*	107	77	131	107	44	106	86
> Cc1nn(Cc2ccccc2)c(C)c1C1(O)CC(CSC#N)OC1=O (stereo not drawn)
    104	89	125	61	130	111	92	35	129

# Compounds above that contain a Cl atom, in the order listed:
# Every second line gives: IGROV1	NCI-H522	NCI-H460	NCI-H23	NCI-H322M	SK-OV-3	COLO 205	NCI/ADR-RES	NCI-H226
> CS(=O)(=O)C(Cl)(Cl)Cl
    116	123	99	92	100	110	97	94	92
> [Cl][Hg][c]1cc(Br)cc(Br)c1
    16	-30*	32	62	80	86	91	81	100
> O=C(O)c1ccc(Cl)nc1
    110	97	103	105	102	120	120	106	97
> O=[N+]([O-])/C=C/c1ccccc1Cl
    97	88	111	99	97	106	110	110	102
> Cc1cc(C)nc(C)c1.[Cl][Hg][Cl]
    106	3.4*	101	99	91	110	123	102	120
> O=C(CCl)c1ccc(O)cc1
    63	19	104	94	87	85	98	102	95
> CC(C)[C@@H]1CC[C@@H](C)CC12OOCN(c1cccc(Cl)c1)COO2
    95	87	107	107	99	107	123	102	106
> Nc1ccccc1Cl
    104	.	112	106	103	96	103	112	102
> CCN(CC)CC(O)c1ccc(Cl)c(Cl)c1 (stereo not drawn)
    112	94	110	109	94	117	107	109	104
> CNC(=O)Oc1ccc(Cl)cc1SSc1cc(Cl)ccc1OC(=O)NC
    77	51	60	65	103	104	110	81	102
> O=C(OCCCc1ccccc1)C(Cl)(Cl)Cl
    114	98	106	103	113	109	108	109	103
> CC(Cl)(Cl)C(=O)O
    110	95	101	107	102	104	130	113	103
> O=C(O)C(O)(c1ccc(Cl)cc1)C1(O)CCCC1 (stereo not drawn)
    113	89	.	102	.	97	99	105	97
> CC[CH2][Sn]([Cl])([Cl])[CH2]CC
    85	-87*	107	77	131	107	44	106	86

# Bioassay records deposited in PubChem BioAssay by NCI.

# The list is partial; count on the stated rates, not on these rows.
